Ba/F3 V617F tox – lowers viability of Ba/F3 cells expressing EpoR and JAK2V617F. ATP luminescence. inhibition, % at 5.6 µM. hit rate 1.1% among 220,000;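 active = inhibition above the campaign mean plus 3 SD over all tested compounds, cut at about 24% in these data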;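 note: cytokine-independent growth of Ba/F3 cells driven by EpoR plus mutant JAK2; 0% = DMSO-treated cells and 100% = JAK inhibitor I control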
zfTRPN1 agonist – activates the zebrafish TRPN1 channel. activation, % at 3 µM. HEK293 zebrafish TRPN1-YFP, Fluo-8 calcium fluorescence; 100% = response to 87 µM carbachol. hit rate 0.18% among 220,000;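 active = activation above its plate's cutoff, the mean activation of test wells on that plate plus 3 SD, cut at about 19% in these data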;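 note: 0% = DMSO alone and 100% = 87 µM carbachol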
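System: zebrafish TRPN1-YFP in HEK293 cells / Dosing: 3 µM single point / Timing: dye loading 1 h at 37 °C, then 30 min room temperature / Signal: Fluo-8 calcium fluorescence, excitation 470-495 nm, emission 515-575 nm / Read-out basis: percent activation from peak over basal fluorescence ratio, control-normalized / Control set: high carbachol 87 µM, low DMSO alone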
PPC-1+TRAIL kill – PPC-1 cancer cell killing with TRAIL present; PPC-1 cells + TRAIL, ATPLite viability luminescence; cell killing (% activity), % at 4 µM; hit rate 0.41% among 220,000; AID 1443;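 active = cell killing above 50% in the first pass at 4 µM, then a duplicate retest at 5 µM averaging 50% or more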;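 note: plate controls were cells with TRAIL plus DMSO for no effect and medium-only wells lacking cells for full effect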
Wee1 stabilizer – blocks degradation of human Wee1 kinase | P30291 | HeLa Luc-Wee1K328M stability, luciferase luminescence; 100% = proteasome inhibitor MG132 effect | reporter increase, % at 5 µM | hit rate 1.2% among 220,000;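 active = activation above the mean of all tested compounds plus 3 SD, set per screening run, cut at about 8.8% in these data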;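 note: cells exposed to compound for 20 h before luminescence read; 0% = DMSO alone and 100% = MG132 at 30 µM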
Target sequence (P30291 whole entry K328M): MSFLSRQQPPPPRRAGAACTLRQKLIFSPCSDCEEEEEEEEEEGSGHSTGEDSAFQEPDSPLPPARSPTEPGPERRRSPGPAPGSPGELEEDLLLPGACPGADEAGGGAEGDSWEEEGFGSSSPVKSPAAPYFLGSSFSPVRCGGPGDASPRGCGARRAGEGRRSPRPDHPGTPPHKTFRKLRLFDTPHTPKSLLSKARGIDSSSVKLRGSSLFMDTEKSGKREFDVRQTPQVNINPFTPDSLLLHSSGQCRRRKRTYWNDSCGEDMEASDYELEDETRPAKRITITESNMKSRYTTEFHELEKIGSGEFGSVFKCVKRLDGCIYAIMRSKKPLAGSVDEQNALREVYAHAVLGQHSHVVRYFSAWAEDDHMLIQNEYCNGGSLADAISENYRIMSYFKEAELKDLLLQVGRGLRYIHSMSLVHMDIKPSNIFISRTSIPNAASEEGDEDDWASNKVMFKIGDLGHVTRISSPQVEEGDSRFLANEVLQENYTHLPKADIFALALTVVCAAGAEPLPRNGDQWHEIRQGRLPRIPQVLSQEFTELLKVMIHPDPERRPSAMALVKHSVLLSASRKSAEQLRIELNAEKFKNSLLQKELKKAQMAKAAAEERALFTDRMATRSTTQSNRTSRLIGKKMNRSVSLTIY
RBBP9 inhibitor – inhibitors of human serine hydrolase RBBP9. O75884. hit rate 0.2% among 220,000. inhibition, % at 7.94 µM. recombinant RBBP9, FP-Rh probe fluorescence polarization;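 active = inhibition above the campaign mean of all tested compounds plus 3 SD, cut at about 14% in these data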;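 note: plate controls were DMSO wells with RBBP9 for no effect and wells lacking RBBP9 protein for full effect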
Target sequence (O75884 whole entry, looked up): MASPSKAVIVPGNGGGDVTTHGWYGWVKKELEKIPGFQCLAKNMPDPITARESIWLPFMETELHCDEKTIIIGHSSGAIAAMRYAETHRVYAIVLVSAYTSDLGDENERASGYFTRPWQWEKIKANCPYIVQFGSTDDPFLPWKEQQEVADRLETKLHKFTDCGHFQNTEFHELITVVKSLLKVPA
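System: RBBP9 protein / Quantity: 2.5 µM RBBP9 dispensing solution, before mixing / Also added: Serine-hydrolase probe FP-Rh, 375 nM pre-mixing / Dosing: 7.94 µM single dose, 0.794% DMSO / Timing: enzyme-compound preincubation 30 min, then probe labeling 45 min, 25 °C / Signal: FP readout at 525/598 nm / Controls: DMSO-treated enzyme wells and wells lacking RBBP9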
TNF necrop inh – inhibitors of TNF-alpha induced necroptosis in Jurkat FADD-/- cells | Jurkat FADD-/- TNF necroptosis rescue, ATP luminescence, 24 h; 0 = TNF only, 100 = no-TNF cells | activation (protection from cell death), % at 10 µM | hit rate 0.068% among 220,000;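 active = activation, meaning protection from cell death, of at least 50% relative to plate controls; inactive = activation below 50%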;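 note: necroptosis triggered by 40 ng/mL TNF-alpha added together with compound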
TRPML3 ag – human mucolipin-3 channel agonism; Q8TDD5; HEK293 TRPML3-YFP, Fluo-8 calcium fluorescence; 100% = the carbachol control signal; activation, % at 3 µM; hit rate 0.29% among 220,000;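 active = activation above its plate's cutoff, the mean activation of the plate's test wells plus 3 SD, cut at about 12% in these data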;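 note: 0% = DMSO only wells and 100% = carbachol wells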
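Material: HEK293 cells stably carrying human TRPML3-YFP; compound dosing: single dose, 3 µM final nominal compound, 0.3% DMSO final; incubation: 1-h 37 °C dye load, 5-s basal, 120-s post-compound reads; technique: Fluo-8 intracellular calcium fluorescence, excitation 470-495 nm, emission 515-575 nm; read-out basis: percent activation from peak-to-basal fluorescence ratio, scaled between DMSO and carbachol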
CHOP inhibitor – inhibitors of CHOP induction in ER stress response. CHO-K1 CHOP-promoter luciferase, tunicamycin-induced, 15-18 h. inhibition, % at 10 µM. hit rate 3.8% among 220,000;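 active = compounds that reduced the stress-induced luciferase reporter signal by more than about 70% of percent inhibition, limit read from the data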;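 note: 0% = tunicamycin plus vehicle and 100% = wells without tunicamycin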
BaF3 tox – parental Ba/F3 viability inhibition as JAK2V617F counter-screen. CellTiter-Glo ATP luminescence. inhibition, % at 5.6 µM. hit rate 1.1% among 220,000. AID 1486;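 active = inhibition above a per-campaign cutoff, the mean inhibition of all tested compounds plus 3 SD, cut at about 27% in these data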;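 note: 0% = DMSO wells and 100% = JAK Inhibitor I control wells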
* marks the source's active call; other numbers are inactive results; . = not tested or not shown. Compounds as they come; about 6.8% have a hit in one of these screens.

SMILES | Ba/F3 V617F tox | zfTRPN1 agonist | PPC-1+TRAIL kill | Wee1 stabilizer | RBBP9 inhibitor | TNF necrop inh | TRPML3 ag | CHOP inhibitor | BaF3 tox
Cc1onc(-c2c(F)cccc2Cl)c1C(=O)NCc1ccccn1 | 1 | -1.5 | 9 | -2 | 2 | -2.2 | 0.2 | 7 | 2
CCn1c(SCC(=O)NCc2ccco2)nnc1C(C)C | -2 | 0.4 | -4 | 2 | -1 | -1.3 | 0.7 | -14 | 5
Cc1ccc(C)c(S(=O)(=O)NCc2ccc(C(=O)N3CC(C)OC(C)C3)cc2)c1 (configuration not stated) | 1 | 1.0 | 13 | -1 | 0 | -0.5 | 1.9 | 13 | 2
CS(=O)(=O)N1CCN(c2ccccc2NC(=O)c2ccc(Br)o2)CC1 | -3 | 1.1 | 3 | 1 | 0 | 1.5 | 1.0 | -13 | 1
COc1ccc(/C=N/c2nc3ccccc3n2CCN2CCCCC2)cc1OC | 0 | 1.5 | 15 | 0 | -1 | 1.3 | 0.8 | 2 | 7
O=C(Cc1ccccc1)NCC(=O)OCC(=O)c1cccs1 | -3 | 0.1 | -11 | 4 | -7 | 0.7 | -0.3 | -3 | 4
CCCCOc1ccc(Cc2n[nH]c(=S)n2N)cc1 | -2 | -2.2 | 9 | 0 | -1 | -1.3 | -0.1 | -6 | 6
CCN(CC)S(=O)(=O)c1ccc(C(=O)NCCCn2ccnc2)cc1 | 0 | 0.3 | -3 | 0 | -12 | 0.6 | 0.5 | 4 | 2
CCOC(=O)C1(Cc2ccccc2C(F)(F)F)CCN(C(C)CCn2cccn2)CC1 (configuration not stated) | -1 | -0.7 | . | 1 | -7 | 1.4 | 0.9 | 20 | 3
O=C(NNC(=O)C1CCCO1)c1ccc(Br)cc1 (configuration not stated) | 5 | -0.6 | 3 | -1 | -5 | 2.1 | 0.3 | 7 | 10
O=C1C=CC(=O)N1c1ccc(I)cc1Cl | -1 | 1.7 | 6 | 3 | 0 | 1.8 | 0.2 | -7 | -2
CCCCNC(=O)CCCn1c(=O)c2ccccc2n(CC(=O)NCCC2=CCCCC2)c1=O | 0 | -0.7 | 6 | -1 | -5 | -0.7 | 0.3 | -4 | 4
O=C1N(Cc2cccnc2)C[C@@H]2C[C@@H](c3cccc(Oc4ccccc4)c3)N3CCC[C@@]123 | -5 | 0.1 | -2 | -2 | 0 | 0.0 | 1.2 | 25 | -4
O=C(NNC(=O)c1cnccn1)c1ccc(Cl)cc1 | -4 | -1.4 | 14 | 0 | -6 | 1.5 | -0.3 | 6 | 1
CC1CN(C(=O)CN2C(=O)c3ccccc3S2(=O)=O)CC(C)O1 (configuration not stated) | -3 | 0.8 | 13 | 1 | -7 | 0.3 | 0.8 | 41 | 1
O=C(c1cccc(C(=O)N(c2ccccn2)C2CCCCC2)c1)N(c1ccccn1)C1CCCCC1 | 0 | -1.7 | 16 | 5 | -2 | -1.7 | 0.9 | 54 | 7
O=[N+]([O-])c1ccc([C@H](O)[C@H](CO)N=Cc2ccccc2O)cc1 | -1 | 0.4 | 15 | 1 | -3 | 0.2 | -0.2 | -4 | 2
COc1ccc(N(CC(=O)Nc2ccc3c(c2)OCCO3)S(=O)(=O)c2cccnc2)cc1 | 4 | 1.1 | 19 | -1 | -6 | -2.6 | 0.7 | -26 | 2
COc1ccc(C(=O)/C(=C\c2ccco2)N2C=CC=CC2=C(C#N)C#N)cc1 | 99* | 2.0 | 26 | 7 | 6 | 11 | -0.2 | 107* | 100*
CCOc1ccc(C(=O)Nc2ccc(Cl)cn2)cc1Cl | -4 | -1.3 | 23 | 5 | 3 | 4.3 | -1.2 | 65 | -1
CCNC(=O)NC(=O)C(C)OC(=O)CNS(=O)(=O)c1c(Cl)cc(Br)cc1Cl (configuration not stated) | -3 | -0.3 | 16 | 4 | 0 | 0.3 | 0.1 | 2 | 2
CN(C)/C=C1\C(=O)Nc2ccccc21 | -5 | -1.0 | 16 | 0 | 3 | 0.2 | 0.4 | 9 | 1
CCOC(=O)C1(Cc2cccc(OC)c2)CCN(Cc2ccc(OC)c(OC)c2)CC1 | 6 | 0.8 | -1 | 1 | -17 | 1.4 | 0.5 | 33 | 11
COc1ccc(O)c(C=Nc2cc(NC(C)=O)c(Cl)cc2Cl)c1 | -4 | 0.0 | 6 | -2 | 15* | 0.6 | 0.9 | 25 | -1
Cc1cc(NN)nc(NS(=O)(=O)c2ccccc2)n1 | 0 | -2.4 | 15 | 2 | -9 | 1.3 | -0.8 | -6 | 1
Cc1cccc(OCC(=O)N/N=C/c2cccn2C)c1 | -2 | 2.3 | 13 | 0 | -6 | 0.5 | 0.6 | -4 | -3
COC(=O)C1=C(C)Nc2ncnn2C1c1ccc(C)o1 (configuration not stated) | -2 | 1.0 | 13 | 0 | 1 | 0.4 | 0.8 | 14 | 3
CCC(NC(=O)CCl)c1ccc(C)cc1 (configuration not stated) | 0 | -0.6 | -2 | 0 | -2 | 19 | 0.8 | 38 | 5
COc1ccc(OCC(O)CN(CCO)CC(O)Cn2ccc3ccccc32)cc1 (configuration not stated) | 1 | 1.3 | -18 | 0 | -9 | 1.8 | 1.0 | 14 | 4
COc1ccccc1NS(=O)(=O)c1cc(NC(=S)NCCN2CCOCC2)ccc1N1CCOCC1 | 4 | -0.7 | 6 | -4 | -8 | 1.7 | 0.4 | -2 | 6
Cc1c(Br)c([N+](=O)[O-])nn1CCCC(=O)N1CCN(c2ccccc2)CC1 | 3 | 0.6 | 6 | 1 | -5 | 0.9 | 0.6 | 2 | 7
COc1ccccc1-c1ccc(SCC(=O)N2CCOCC2)nn1 | -3 | -1.1 | -4 | -1 | 0 | 0.5 | 0.4 | -19 | 5
COc1ccc(-c2cnc3n2CCCCC3)cc1 | -4 | 2.5 | 16 | 1 | -5 | 0.3 | 1.5 | 16 | -3
N#Cc1ccc(CSc2nnc(-c3cnccn3)o2)cc1 | 1 | 0.1 | 0 | -3 | 3 | 5.2 | -0.4 | 38 | 6
Cc1nc(SCc2ccccc2)nc2c1CCC2 | -1 | -0.1 | 17 | -1 | -3 | -0.6 | -0.1 | -32 | 5
COc1ccc(CCNc2ccc(N3C(=O)CC(C)C3=O)cc2[N+](=O)[O-])cc1OC (configuration not stated) | 2 | 12 | 4 | -2 | -2 | -8.5 | 6.0 | 52 | 2
Cc1ccc(N2C(=O)[C@@H]3[C@H](C2=O)[C@H]2C=CC=NN2[C@@H]3C(=O)Nc2ccccc2)cc1 | -1 | -0.3 | 1 | 0 | 5 | -1.3 | 0.3 | 9 | -4
Cc1nc(NC(=O)/C=C/c2ccc(C(C)(C)C)cc2)sc1C(=O)N(C)C | -3 | 0.1 | 9 | -2 | 1 | 2.3 | 0.2 | 38 | 1
O=C(Nc1cccc(-c2nnc(-c3ccco3)o2)c1)C(c1ccccc1)c1ccccc1 | 1 | -0.1 | 13 | -2 | -55 | -1.2 | 0.7 | 54 | 2
COc1ccc(-c2c3c([nH]c(=S)c2C#N)CCC3)cc1 | -2 | 0.5 | -7 | 6 | -5 | -1.1 | -0.2 | -8 | 2
CC1(C)CC(=O)C(C=NCCN2CCN(C3CC(=O)N(c4ccc(F)cc4)C3=O)CC2)=C(O)C1 (configuration not stated) | 1 | 0.3 | 15 | -2 | -2 | -0.6 | 0.5 | 10 | 10
CCC(CC)c1nnc(NC(=O)c2cc(C(=O)OC)cc([N+](=O)[O-])c2)s1 | 1 | 0.6 | 17 | -1 | -1 | 0.0 | 0.5 | 9 | 7
COC(=O)C1CCN(C(=O)c2sc3nc(-c4ccccc4)cn3c2C)CC1 | -2 | 0.6 | -14 | 0 | 1 | 0.7 | 0.4 | 13 | 5
COCCN(Cc1cc2cc(C)ccc2n2nnnc12)C(=S)Nc1ccc(C)cc1 | -2 | 2.1 | -9 | -2 | 1 | -3.7 | 1.0 | -2 | 0
O=C(CSc1nnc(-c2ccccc2)n1Cc1ccco1)Nc1ccc2c(c1)OCCO2 | 0 | -0.8 | 3 | -2 | 2 | -0.3 | -0.3 | -7 | 3
CC1=NN(C(C#N)c2ccccc2O)C(C)(C)C1 (configuration not stated) | -1 | 0.5 | 21 | -2 | -4 | 0.2 | 0.4 | 13 | 1
COc1ccc(S(=O)(=O)Nc2ccc3c(c2)OCO3)cc1Cl | -1 | -0.1 | 1 | 4 | -1 | 3.3 | -0.6 | 3 | 3
CCn1c(-c2ccccc2O)n[nH]c1=S | -3 | 0.9 | 20 | 1 | 0 | -2.4 | 0.3 | 24 | 2
COc1ccc(-n2nc(C(=O)O)c3ccccc3c2=O)c(OC)c1 | -5 | 1.7 | 18 | 1 | -8 | 1.0 | 0.8 | 45 | 2
Cc1ccc(C)c(-n2c(-c3cccnc3)n[nH]c2=S)c1 | -3 | 0.8 | 33 | 4 | -4 | -0.1 | 0.9 | 9 | 2
NNC(=S)Nc1ccc(Cl)cc1 | 6 | -2.0 | 0 | 5 | 5 | -1.0 | -0.4 | -10 | 7
COc1ccc(NC(=O)CN(c2ccccc2)S(=O)(=O)c2ccccc2)c(OC)c1 | 2 | -3.3 | 6 | 3 | -7 | 2.5 | -1.6 | 3 | 1
O=C(NC1CC1)c1cccc(Br)c1 | -3 | -0.6 | 27 | -4 | -5 | -4.7 | 0.5 | 21 | 3
COc1ccc(CNC(=O)C2CCN(S(=O)(=O)c3c(C)n[nH]c3C)CC2)cc1 | -3 | 0.8 | 0 | 1 | -6 | 0.9 | -0.1 | 8 | 4
Cc1ccc(-c2onc3ccc(C4(C)OCCO4)cc23)cc1 | 3 | -0.8 | 27 | 1 | -7 | -0.4 | 0.4 | 86* | 6
CCOc1ccc(OCC)c(NC(=O)CSc2nnnn2CC)c1 | -2 | -1.0 | 2 | 0 | 8 | 1.1 | 0.4 | 11 | 1
O=S(=O)(Nc1cccc2ncccc12)c1cccs1 | -1 | 0.5 | 11 | 1 | -10 | 5.0 | 0.6 | . | 3
COC(=O)c1ccc2c(=O)[nH]c(CSc3nc(-c4ccc(F)cc4)cs3)nc2c1 | -2 | 0.7 | -3 | 0 | -5 | -0.4 | 0.4 | 10 | 2

Screening data (PubChem)
